Kir21 block: inhibitors of mouse Kir2.1 inward-rectifier potassium channel. P35561. HEK293-Kir2.1, FluxOR thallium flux fluorescence; stronger effect = lower value. B-score at 10 µM. hit rate 0.85% among 310,000. AID 1672;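 active = fluorescence ratio B-score at or below minus 3 SD of library scores, with starting-brightness B-score within 2 SD, cut at about -4.2 in these data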;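 also: channel flux triggered by added potassium and thallium sulfate stimulus; B-score of peak minus minimum fluorescence over baseline after thallium stimulus; more negative B-score means stronger Kir2.1 block with less thallium influx; some compounds called inactive have numbers as strong as hits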
Target sequence (P35561 whole entry, looked up): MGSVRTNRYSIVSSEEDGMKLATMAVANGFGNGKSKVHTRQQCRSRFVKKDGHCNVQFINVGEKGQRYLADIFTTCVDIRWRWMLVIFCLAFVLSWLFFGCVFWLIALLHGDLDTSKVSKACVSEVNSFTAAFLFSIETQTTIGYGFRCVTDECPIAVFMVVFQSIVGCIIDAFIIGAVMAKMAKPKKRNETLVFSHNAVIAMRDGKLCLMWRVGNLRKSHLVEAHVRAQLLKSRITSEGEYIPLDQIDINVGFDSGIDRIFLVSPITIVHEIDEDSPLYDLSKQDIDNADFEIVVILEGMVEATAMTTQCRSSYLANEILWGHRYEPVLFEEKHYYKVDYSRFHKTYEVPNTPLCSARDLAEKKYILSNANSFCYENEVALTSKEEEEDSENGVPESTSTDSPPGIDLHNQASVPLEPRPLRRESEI
KCNQ2 block: KCNQ2 potassium channel inhibitors, primary screen, cell-based, CHO-K1, FluxOR thallium flux, B-score (AID 2156); B-score at 10 µM; O88943; hit rate 1.1% among 310,000; 20 min; stronger effect = lower value;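 active = fluorescence ratio B-score at most minus 3 library SDs, with starting brightness B-score within 2 library SDs, cut at about -5.5 in these data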
* hit, by the source's call; i = inactive.

Kir21 block | KCNQ2 block | mol
0.86 | i | O=C(O)C1CC=CCC1C(=O)Nc1cccc(Cl)c1 (stereo unspecified)
-0.23 | i | Cc1cccc(NC(=O)CCCN2C(=O)C(c3ccccc3)Oc3cccnc32)c1C (stereo unspecified)
-0.04 | i | CSc1nc2ccc3nc(NC(=O)c4ccc(Cl)s4)sc3c2s1
-0.49 | i | COc1cc(NC2=CC(=O)CC(C)(C)C2)cc(OC)c1
0.04 | i | COc1ccc(C)cc1S(=O)(=O)n1cnc(C)c1
-0.64 | i | O=[N+]([O-])c1ccc(S(=O)(=O)NCC(c2ccco2)N2CCc3ccccc3C2)cc1 (stereo unspecified)
1.2 | i | CCN1C(=O)C(CC(=O)Nc2cc(C)ccc2C)SC1=Nc1ccc(S(N)(=O)=O)cc1 (stereo unspecified)
0.31 | i | CCc1ccccc1NC(=O)c1cc(-c2cccs2)on1
-1.8 | i | COCCNC(=O)C1CC(c2ccc([N+](=O)[O-])cc2)=NO1 (stereo unspecified)
-0.57 | i | COc1ccc(S(=O)(=O)N2CCCCCC2)cc1C(=O)Nc1ccc(C)cn1
-0.03 | i | c1ccc2oc(CCc3nc4ccccc4o3)nc2c1
-0.11 | i | COc1cc(-c2nc3cnccn3c2NC(C)(C)CC(C)(C)C)ccc1O
-1.5 | i | CC1CN(C(=O)c2cccc(COc3ccccc3Cl)c2)CC(C)O1 (stereo unspecified)
-0.05 | i | CCCn1nnnc1SCC(=O)c1ccc(NC(C)=O)cc1
1.1 | i | COc1ccc(C(=O)Nc2ccc(NC(=O)c3ccco3)c(Cl)c2)cc1OC
0 | i | CC(C)c1cccc(OCC(=O)Nc2ccc(S(=O)(=O)Nc3ccccn3)cc2)c1
-0.42 | i | CCCc1ccc2oc(C(=O)N3CCN(CC(=O)NC(C)C)CC3)c(C)c2c1
1.5 | i | Cc1ccc(NC(=O)OCc2cc(-c3ccccc3)on2)cc1
-2.2 | i | O=C(CSc1nc2ccccc2s1)NCc1cc([N+](=O)[O-])ccc1O
-2.2 | i | O=C(Cn1c2[n+](c3ccc(C(F)(F)F)cc31)CCCCC2)Nc1ccc(Br)cc1
2 | i | CC(C)(C)NC(=O)C1CN(S(=O)(=O)c2ccccc2)CCN1S(=O)(=O)c1ccccc1 (stereo unspecified)
-1.5 | i | Cc1ccc(C(=O)C(C)OC(=O)Cn2[nH]c(=O)c3ccccc3c2=O)cc1 (stereo unspecified)
0.29 | i | COc1cc(C2Nc3ccc4ncccc4c3C3=C2C(=O)CCC3)cc(OC)c1OC (stereo unspecified)
-0.35 | i | COC(=O)c1cc2c(cc1[N+](=O)[O-])OCO2
1.4 | i | CC(C)CN1CCN(Cc2cccc3nccnc23)CC1CCO (stereo unspecified)
0.92 | i | Oc1ccccc1/C=N/[n+]1ccccc1
-0.01 | i | CC(=O)OCC1OC(n2ccc(=O)[nH]c2=O)C(O)C1O (stereo unspecified)
0.02 | i | Cc1[nH]n(-c2cccc(Cl)c2)c(=O)c1-c1ccccc1
-8.6* | i | CC(C)(C)C1=CC(=O)C(=O)C(C(C)(C)C)=C1
-2.8 | i | O=C(OCC(=O)N1CCCc2ccccc21)c1cc(Br)ccc1O
-0.35 | i | O=c1cnnc(SCCc2ccccc2)[nH]1
1.1 | i | Cc1ccccc1N=C1NC(=O)CC(c2ccccc2)S1 (stereo unspecified)
0.03 | i | CCCCN(CCCC)CCCNC(=O)CC1Oc2ccc(C)cc2NC1=O (stereo unspecified)
0.25 | i | CC(C)(C)CN1C(=O)C(=O)NC[C@@H]1CCCCN
0.47 | i | COC(=O)c1ccc(CSc2nc3sc(C(=O)O)c(C)c3c(=O)[nH]2)cc1
0 | i | CCOC(=O)c1ccc(S(=O)(=O)N2CCN(C(C)=O)CC2)cc1
-0.75 | i | O=C(COc1ccc(Cl)cc1)Nc1cc(NC(=O)COc2ccc(Cl)cc2)cc(C(=O)O)c1
-3 | i | CCNc1nc(NCC)nc(N(n2cnnc2)S(=O)(=O)c2ccc(C)cc2)n1
-2.2 | i | O=C(Nc1ccc(Cl)c(C(F)(F)F)c1)C(=O)N1CCCCC1
2.2 | i | C=C(C)CNC(=S)N/N=C/c1ccco1

Ordered by molar mass (rising): 5 of the compounds above
Kir21 block | KCNQ2 block | mol
-0.35 | i | O=c1cnnc(SCCc2ccccc2)[nH]1
0.25 | i | CC(C)(C)CN1C(=O)C(=O)NC[C@@H]1CCCCN
0.02 | i | Cc1[nH]n(-c2cccc(Cl)c2)c(=O)c1-c1ccccc1
1.1 | i | Cc1ccccc1N=C1NC(=O)CC(c2ccccc2)S1 (stereo unspecified)
0.47 | i | COC(=O)c1ccc(CSc2nc3sc(C(=O)O)c(C)c3c(=O)[nH]2)cc1

Next section
Kir21 block | KCNQ2 block | mol
-1.2 | i | COc1cccc(N2CCN(C(=O)c3ccc(Cl)c(NC4=NC5CS(=O)(=O)CC5S4)c3)CC2)c1 (stereo unspecified)
-0.16 | i | CN(C)C=Nc1ccc2nn(-c3ccccc3)nc2c1
-0.06 | i | O=C(/C=C/c1ccccc1)Nc1nc(-c2ccncc2)cs1
-0.8 | i | Cc1cccc(CCNC(=O)CC2C(=O)NCCN2CC2CCCCC2)n1 (stereo unspecified)
0.06 | i | COc1ccc(/C=N/N=C2\CC3CCC2(C)C3(C)C)cc1O (stereo unspecified)
-0.72 | i | COc1ccc(C(=O)NC(C)c2ccccc2)cc1Br (stereo unspecified)
-0.15 | i | COc1ccc2c(c1)C1(Nc3ccccc3-c3nc4ccccc4n31)C(=O)N2 (stereo unspecified)
-1.4 | i | Cc1cccc(CCNC(=O)CN(C)S(=O)(=O)c2ccc3c(c2)c(=O)n(C)c(=O)n3C)c1
-0.46 | -6.2* | O=C(CCc1ccccc1)NC(=S)Nc1cc(C(F)(F)F)ccc1N1CCOCC1
0.04 | i | O=C(Oc1cccc(-n2cnnn2)c1)C1CCCCC1
0.02 | -9.9* | Cc1cc(-c2nnc(-c3ccccc3)c(-c3ccccc3)n2)c(C)o1
0.42 | i | COc1ccc(CCN2CC(C(=O)N(C)CCOc3ccccc3)CCC2=O)cc1 (stereo unspecified)
0.27 | i | CCCCN(N=Nc1nonc1OC)c1nonc1OC
-1.2 | i | CC(=O)c1cccc(NC(=O)NCc2cccs2)c1
1.2 | i | CC(NC(=O)c1ccco1)c1nc(-c2ccc(Cl)cc2)no1 (stereo unspecified)
0.93 | i | Cc1ccc(C(=O)N/N=C\c2ccc[nH]2)cc1[N+](=O)[O-]
-0.28 | i | COCCN(C(=O)COC(=O)Cc1c[nH]c2ccccc12)c1c(N)n(Cc2ccccc2)c(=O)[nH]c1=O
0.84 | i | CCOc1ccc(NS(=O)(=O)c2ccc(C(=O)NCC3(N(C)C)CCCCC3)cc2)cc1
-0.21 | i | Cc1ccc(NS(=O)(=O)c2ccc3c(c2)CC(=O)N3)c(C)c1
-0.01 | i | CC(C)c1ccc(-c2nnn(CCC(=O)O)n2)cc1
0.01 | i | CCOC(=O)C1=C(C)N=c2s/c(=C\c3ccc(OC(C)=O)c(OCC)c3)c(=O)n2C1/C=C/c1ccccc1 (stereo unspecified)
-0.02 | i | COc1ccccc1C(=O)Nn1c(C2CCC2)nc2ccccc2c1=O
0.29 | i | Nc1ccc(C(=O)N2CCN(S(=O)(=O)c3ccc4c(c3)OCCO4)CC2)cc1[N+](=O)[O-]
1.1 | i | Cc1ccccc1-c1nc(-c2ccc(NC(=O)c3cccs3)cc2)no1
-0.11 | i | CCCN1C2CCCC1CC(NC(=S)NCCCOCC)C2 (stereo unspecified)
0.11 | i | CCc1ccc(C(=O)NNc2ccc(S(N)(=O)=O)cc2)cc1
-1.2 | i | CCCCN(CC)Cc1ccc(CNC(=S)Nc2ccccc2F)o1
2 | i | COc1ccc(C(=O)COC(=O)CCCC(=O)NC2CCCCC2)cc1
-0.05 | i | CC(=O)Nc1ccc(N(C(=O)c2ccco2)C(C(=O)NC2CCCC2)c2ccc(N(C)C)cc2)cc1 (stereo unspecified)
0 | i | COc1cccc(N2CCN(C(=O)c3ccc(-c4ccccc4)cc3)CC2)c1
1.5 | i | COCc1cc(=O)[nH]c2cc(NC(=O)C(F)(F)F)c(C)cc12
-0.01 | i | CN(Cc1ccc(F)cc1)C(=O)c1cccc(S(=O)(=O)N2CCN(c3ccc(F)cc3)CC2)c1
-0.61 | i | COCC(=O)Nc1cc(Cl)c(OC)cc1OC
-1.4 | i | CCOc1ccccc1-n1nnnc1SCC(=O)NCc1ccco1
-0.94 | i | Cc1sc2nc(SCC(=O)Nc3ccc(S(N)(=O)=O)cc3)[nH]c(=O)c2c1C
-0.71 | i | Cn1c(CC(=O)NCCO)c(Sc2ccccc2)c2ccccc21
-0.66 | i | O=c1[nH]c2c(n(C3CCCCC3)c1=O)CCC2
0.93 | i | Cc1cccnc1NC(=O)C(c1ccccc1)c1ccccc1
-0.21 | i | O=c1ccnc(SCc2ccccc2Cl)[nH]1
1.4 | i | CC(C)(C)c1cc(NC(=O)Nc2ccccc2)no1

Nothing new here: entries from further up.
Kir21 block | KCNQ2 block | mol
-0.21 | i | O=c1ccnc(SCc2ccccc2Cl)[nH]1
1.4 | i | CC(C)(C)c1cc(NC(=O)Nc2ccccc2)no1

Next entries
Kir21 block | KCNQ2 block | mol
2 | i | CC(c1ccco1)N(C(=O)c1ccc(S(=O)(=O)N2CCCCC2)cc1)c1ccccn1 (stereo unspecified)
0.62 | i | CCn1ncc(Br)c1C(=O)Nc1cccc(F)c1
0.98 | i | C#CCOCCOCCOCCNc1nc(N2CCN(C(=O)C([C@@H](C)CC)n3cc(C(N)CO)nn3)CC2)nc(N2CCN(C(=O)[C@H](CCC(=O)O)n3cc(C(N)Cc4ccc(O)cc4)nn3)CC2)n1 (stereo partly specified)
1.4 | i | CCOC(=O)/C(C#N)=C/c1cn(CCC(=O)O)nc1-c1ccc(OC)cc1
-1.4 | i | CN(C(=O)COC(=O)CNS(=O)(=O)/C=C/c1ccccc1)C1CCS(=O)(=O)C1 (stereo unspecified)
-1.1 | i | CCCCC#Cc1ccc2c(c1)COc1c3ccccc3nn1-2
0.06 | i | CC(C)n1cnnc1SCC(=O)Nc1cccc(S(=O)(=O)N(C)c2ccccc2)c1
0.01 | i | CN(CCO)S(=O)(=O)c1ccc2c(c1)C(=O)c1cc(S(=O)(=O)N(C)CCO)ccc1-2
-0.15 | i | CN(C)c1ccc(/C=C/c2nnnn2-c2ccccc2)cc1
-0.13 | i | Cc1[nH]n(-c2nc(-c3ccccc3F)cc(=O)[nH]2)c(=O)c1CCO
0.72 | i | CCN(CC)CCNc1cc(C)c(C#N)c2nc3ccccc3n12
-0.01 | i | COc1ccc(CCNC(=S)NNC(=O)c2c(Br)c(C)nn2C)cc1OC
2.2 | i | CCNC(=O)NC(=O)C(C)OC(=O)CCS(=O)(=O)c1ccc(C)cc1 (stereo unspecified)
-1.4 | i | CCOC(=O)N1CCC(Nc2ccc3nnc(-c4ccccc4)n3n2)CC1
-0.11 | i | COC(=O)c1c(C)nc(C)c2c(=O)oc3ccccc3c12
-0.2 | i | COc1ccccc1C(=O)NNC(=O)Cc1ccccc1
0.6 | i | O=C(OCC(=O)N1CCCC1=O)c1ncc(Cl)c(Cl)c1Cl
1.8 | i | NNC(=O)c1ccc(Cn2cc(Br)c(N)n2)cc1
0.09 | i | CCOc1ccc(/C=C2\SC(=O)N(CCNC(=O)C3COc4ccccc4O3)C2=O)cc1OC (stereo unspecified)
-0.72 | i | O=C(CNCc1ccco1)Nc1ccc(N2CCCCCC2)cc1

Given with each value named: 4 of the compounds above.
CCCCC#Cc1ccc2c(c1)COc1c3ccccc3nn1-2
  Kir21 block: -1.1	KCNQ2 block: i

CC(C)n1cnnc1SCC(=O)Nc1cccc(S(=O)(=O)N(C)c2ccccc2)c1
  Kir21 block: 0.06	KCNQ2 block: i

CN(CCO)S(=O)(=O)c1ccc2c(c1)C(=O)c1cc(S(=O)(=O)N(C)CCO)ccc1-2
  Kir21 block: 0.01	KCNQ2 block: i

CN(C)c1ccc(/C=C/c2nnnn2-c2ccccc2)cc1
  Kir21 block: -0.15	KCNQ2 block: i

Next part
Kir21 block | KCNQ2 block | mol
-1.2 | i | O=C(Cc1ccc(S(=O)(=O)N2CCOCC2)s1)NCC(=O)Nc1ccccc1Br
-0.39 | i | CN(Cc1ccno1)Cc1cn(C)nc1-c1ccc(Oc2ccccc2)cc1
-2.7 | i | C=CCn1c(SCC(=O)c2ccc(OC)cc2)nnc1C(C)NC(=O)c1cccs1 (stereo unspecified)
0.64 | i | COc1ccc(NC(=O)C(=O)NCCC2CCCCN2S(=O)(=O)c2cccs2)cc1 (stereo unspecified)
0.12 | i | O=C1N=C(N2CCN(c3ccccc3)CC2)S/C1=C\c1ccco1
0.31 | i | OCCN1CCN(CCSc2ccccc2)CC1
0.72 | i | CC(C)(C)C(=O)NC(=S)Nc1ccccc1F
0.02 | i | COc1cc(C(C(=O)NC2CCCC2)N(C(=O)c2snc(C(N)=O)c2N)c2ccccc2)cc(OC)c1OC (stereo unspecified)
1.5 | i | O=C(c1ccc(F)cc1)N(Cc1ccco1)C1CCS(=O)(=O)C1 (stereo unspecified)
-1.6 | i | CC1(C(=O)Nc2cccc3ccccc23)CC1(Br)Br (stereo unspecified)
-0.86 | i | COc1ccc(NC(=O)C2CCN(S(=O)(=O)c3c(C)nn(C)c3C)CC2)cc1
-0.67 | i | O=C(Nc1nc2c(s1)CCCC2)c1ccc(Br)s1
1.5 | i | Cc1ccc2[nH]c3c(=O)n4c(nc3c2c1)SCC4
0.25 | i | Cc1cccc(NC(=O)[C@H](C)NC(=O)[C@@H]2Cc3ccccc3CN2C(=O)OC(C)(C)C)c1
1.8 | i | CC(NS(=O)(=O)c1cn(C)c(=O)n(C)c1=O)c1ccccc1 (stereo unspecified)
-1.7 | i | O=C(Nc1nc(-c2ccccc2)cs1)c1ccc2c(=O)n3c(nc2c1)CCCCC3
0.84 | i | COc1ccccc1C(=O)Nc1ccnn1C1CCN(C/C=C/c2ccc(F)cc2)CC1
